# FUS suppressor – qHTS for Suppressors of FUS Proteinopathy: Primary screen using FUS-linked yeast assay | AID 1347120, 2019 | S. cerevisiae FUS-expressing, growth rescue, OD600, 24 h | Potency, µM (titrated, usually from 76.6 µM), without a hit: at the highest dose growth rescue (activation), actives largely listed as activators | 390,000 tested, 0.24% active;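 note: potency is the fitted concentration of half-maximal effect; plate controls were DMSO vehicle for no effect and reference control for full effect; nearly all actives have a fitted effect of over 55% in size; some results filed as inactive show a strong effect at the top dose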
#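 Steps: raffinose overnight preculture; dilution to OD 0.005 in 2% galactose minimal medium; compound addition (concentration series); 24hr at 30C, 99% humidity; absorbance read at 600 nm.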
# PI5P4K alpha inh – qHTS for Inhibitors of phosphatidylinositol 5-phosphate 4-kinase (PI5P4K) | 330,000 tested, 1.2% active | max response, % | PI5P4Kalpha enzyme, ADP-Glo luminescence, 60 min; stronger effect = lower value | AID 652105, 2013 | Phosphatidylinositol 5-phosphate 4-kinase type-2 alpha (Homo sapiens), P48426; active = max response of -50% or lower; inconclusive = between -30% and -50%; inactive = -30% or higher; note: value at the top dose of about 77 µM; % is set by controls: 0 for no effect and ±100 for the full control effect
#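 Quantitative HTS of the MLSMR library against PI5P4Kalpha with substrate. ATP added last at 5 microM final; room temperature, 60 minutes. Remaining ATP depleted, ADP converted and read as luminescence.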
# Abeta rescue – qHTS for compounds that reverse cellular toxicity of Amyloid beta (A-beta) peptide in yeast: Primary Screen. yeast expressing A-beta42, growth rescue, OD600, 48 h; response scale: 0% DMSO, 100% iron-clioquinol control. Potency, µM (top dose mostly 46.1 µM), without a hit: at the top dose growth rescue, most hits filed as activators. 410,000 tested, 0.063% active. AID 1347071, 2019; note: potency is the fitted concentration of half-maximal effect; nearly all actives have a fitted effect of over 55% in size
#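 Yeast growth medium received pinned compounds, then yeast cells expressing toxic A-beta were added; plates incubated at 30 C for 48 hr. Growth read as absorbance at 600 nm, normalized to DMSO and equimolar FeCl3 plus clioquinol controls.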
# EPAC1 antagonist – qHTS for Antagonist of cAMP-regulated guanine nucleotide exchange factor 3 (EPAC1): primary screen | EPAC1 GEF assay, Rap1b-BODIPY-GDP exchange fluorescence | Potency, µM (top dose mostly 115 µM), without a hit: top-dose activity change, negative = inhibition, most hits filed as inhibitors | 360,000 tested, 0.14% active;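 note: potency is the fitted concentration of half-maximal effect; plate controls were vehicle for no effect and positive control for full effect; nearly all actives have a fitted effect of over 50% in size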
# Target sequence (O95398 whole entry, looked up): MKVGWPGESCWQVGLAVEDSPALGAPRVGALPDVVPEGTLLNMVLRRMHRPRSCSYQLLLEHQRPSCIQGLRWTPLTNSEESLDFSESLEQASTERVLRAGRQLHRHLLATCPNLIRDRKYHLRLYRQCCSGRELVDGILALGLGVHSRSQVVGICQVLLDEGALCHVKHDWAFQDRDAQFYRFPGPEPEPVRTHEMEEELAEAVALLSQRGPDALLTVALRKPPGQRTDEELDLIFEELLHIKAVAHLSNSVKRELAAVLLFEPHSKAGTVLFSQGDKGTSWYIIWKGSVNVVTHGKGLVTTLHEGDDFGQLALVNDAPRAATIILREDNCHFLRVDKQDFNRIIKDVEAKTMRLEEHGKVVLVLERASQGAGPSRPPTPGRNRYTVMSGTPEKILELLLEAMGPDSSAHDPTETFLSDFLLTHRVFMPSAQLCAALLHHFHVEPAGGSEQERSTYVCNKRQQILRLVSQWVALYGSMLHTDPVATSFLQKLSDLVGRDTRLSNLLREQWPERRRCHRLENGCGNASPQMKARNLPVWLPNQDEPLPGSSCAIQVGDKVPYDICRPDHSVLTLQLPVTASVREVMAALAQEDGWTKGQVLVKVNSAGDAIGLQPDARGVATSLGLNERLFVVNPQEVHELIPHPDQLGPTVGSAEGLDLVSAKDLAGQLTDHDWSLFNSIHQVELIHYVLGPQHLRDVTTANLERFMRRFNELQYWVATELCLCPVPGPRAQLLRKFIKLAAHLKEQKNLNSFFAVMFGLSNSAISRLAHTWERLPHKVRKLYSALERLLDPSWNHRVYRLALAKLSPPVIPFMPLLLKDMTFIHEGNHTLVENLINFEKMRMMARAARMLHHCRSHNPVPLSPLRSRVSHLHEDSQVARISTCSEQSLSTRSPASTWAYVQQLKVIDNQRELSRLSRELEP
# aSyn yeast inh – qHTS of alpha-syn Inhibitors; Yeast expressing alpha-synuclein, growth rescue, BacTiter-Glo, 24 h; Potency, µM (series often up to 46.1 µM), inactives show at the highest dose growth rescue (activation), most hits filed as activators; 370,000 tested, 0.14% active; note: potency is the fitted concentration of half-maximal effect; % of control where 0% means no effect; nearly all actives have a fitted effect of over 65% in size
#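 Galactose-induced alpha-syn yeast (OD600=0.02, raffinose-pregrown) + pinned cpd, 24 hr, 30 deg C; growth by BacTiter-Glo luminescence. Growth restoration scores as activation.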
# PLK1 PBD block – qHTS for Inhibitors of PLK1-PDB (polo-like kinase 1 - polo-box domain): Primary Screen; Serine/threonine-protein kinase PLK1 (Homo sapiens), P53350; Plk1 PBD binding of FITC phosphopeptide, fluorescence polarization; Potency, µM, without a hit: max response, negative = inhibition, usual class: inhibitors; 360,000 tested, 2.8% active; AID 720504, 2013; note: potency is the fitted concentration of half-maximal effect; series mostly up to about 57 µM; % is set by controls: 0 for no effect and ±100 for the full control effect; nearly all actives have a fitted effect of over 65% in size
# WRN helicase inh – qHTS for Inhibitors of WRN Helicase. Bifunctional 3'-5' exonuclease/ATP-dependent helicase WRN (Homo sapiens), Q14191. 360,000 tested, 0.46% active. WRN helicase unwinding, fluorescent forked duplex, kinetic. Potency, µM (top dose mostly 114 µM), inactives show top-dose activity change, negative = inhibition, actives largely listed as inhibitors. AID 651768, 2012; note: potency is the fitted concentration of half-maximal effect; % is set by controls: 0 for no effect and ±100 for the full control effect; nearly all actives have a fitted effect of over 55% in size
#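 WRN at 20 nM final was preincubated with compound for 15 min at room temperature; reaction started with 100 nM forked duplex oligonucleotide carrying fluorophore and quencher plus 2 mM ATP (final). Unwinding followed kinetically by red fluorescence (ex 525/em 598 nm).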
# EPAC1 ag – qHTS for Agonist of cAMP-regulated guanine nucleotide exchange factor 3 (EPAC1): primary screen. Rap guanine nucleotide exchange factor 3 (Homo sapiens), O95398. EPAC1 agonist qHTS, biochemical assay; response scale: 100% = response to 6.5 mM cAMP. Potency, µM (doses to about 154 µM), for the others: top-dose activation, hits mostly activators. 360,000 tested, 0.073% active. AID 720707, 2013; note: potency is the fitted concentration of half-maximal effect; nearly all actives have a fitted effect of over 60% in size
#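 Fluorescent GDP-exchange assay: 100 nM EPAC1 with 250 nM Rap1B preloaded with BODIPY-GDP and 50 uM GDP; compounds tested as concentration series, 5 min at room temperature, then read every 5 min for 30 min (ex 480/em 540 nm); normalized to 6.5 mM cAMP.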
# IL-2 act – qHTS of IL-2 Activators. IL-2 activation reporter assay, cell-based qHTS; stimulated with anti-CD3/CD4/CD28 beads; in transgenic mouse T cells. activation, % (series mostly up to about 46 µM). 360,000 tested, 0.065% active. AID 652025, 2013; in the data active = activation above about 50%; inconclusive = mostly about 30% to 49%; note: 0% is about no effect
#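 Readout: EGFP and DsRed signals by fluorescent plate cytometry. Unstimulated transgenic mouse T cells received compound 60 min before antibody-bead stimulation, then incubated 18 h at 37 degrees C.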
# The depositor's hits bear a star; ? = inconclusive; · = no result given; & = joins results of further samples; [ ] = dose if it differs, or a comment. Unless noted, calls come from the whole dose curve; as a rule, active = well fitted curve in the direction sought with a large enough effect; inconclusive = small, poorly fitted or top-dose-only effect, or another doubt; inactive = no such curve, though single readings can be large; an effect the other way counts as inactive or inconclusive.
mol | FUS suppressor | PI5P4K alpha inh | Abeta rescue | EPAC1 antagonist | aSyn yeast inh | PLK1 PBD block | WRN helicase inh | EPAC1 ag | IL-2 act
COC(=O)c1ccccc1COc1cccn2c(N(C)Cc3cccs3)c(C)nc12 | -4.4% | -1.2 | -0.3% | -13.2% | ? | -4.1% | -3.9%[57.1 µM] | 5.0% | -0.5
Cc1c(C(=O)N2CCCCC2)c(S(=O)(=O)Nc2ccc(F)cc2F)c(C)n1C | -11.9% | 1.1 | -3.1% | -12.0% | -0.3% | -10.5% | 8.8% | -11.2% | -2.5
COc1ccc(NS(=O)(=O)c2cccc(C(=O)NCC(c3ccc(OC)cc3)N3CCOCC3)c2)cc1 (stereo unspecified) | 12.3% | 1.7 | -3.1% | -7.7% | 1.8% | -15.6% | -3.6% | 3.5% | 6.8
OCC1(CCCc2ccccc2)CCN(C2CCSCC2)CC1 | 11.8% | -0.6 | 3.8% | -9.0% | -3.4% | -6.2% | -27.4%[57.1 µM] | 3.4% | -2.9
O=S(=O)(N1CCOCC1)N1CCCN(S(=O)(=O)N2CCOCC2)CC1 | -29.6% | 4.8 | 15.2%[9.22 µM] | -6.4% | 3.8% | 1.9% | -13.8% | 5.3% | -2.1
COc1ccc(NC(=O)c2cc3c(Cl)nc4ccccc4c3s2)cc1OC | · | -4.0 | -1.7% | -6.7% | 2.3% | -4.0% | 4.5% | 7.8% | 2.1
CCCCNC(=O)CC1NCCNC1=O (stereo unspecified) | 18.2% | -5.3 | -7.9% | -7.5% | -2.5% | -8.7% | -3.6% | 6.0% | 0.4
COc1ccc(C2c3[nH]c4ccccc4c3CCN2C(=O)c2ccccc2C(C)=O)c(F)c1 (stereo unspecified) | 27.0% | 0.3 | 11.7% | -12.7% | -3.2% | -3.0% | -0.9% | 13.0% | 0.1
COP(=O)(OC)C(NC(=O)Nc1ccccc1)c1ccccc1 (stereo unspecified) | -0.7% | 5.1 | -1.5% | -2.3% | 6.2% | -24.5% | 1.9% | 10.5% | -2.7
O=C(O)C1CCCN(S(=O)(=O)c2ccc(F)cc2)C1 (stereo unspecified) | -21.9% | 1.3 | 5.8% | 8.9% | 1.2% | -2.2% | -0.5% | 7.9% | -0.6
CC(C)Nc1nnc(SCC(=O)/C=C2\N(C)c3ccccc3C2(C)C)s1 | 13.3% | 2.3 | 8.0% | 0.4% | -2.0% | 6.8% | -1.8% | 4.3% | -2.9
O=C(O)c1ccc(NS(=O)(=O)c2cccc3nsnc23)cc1 | 19.5% | · | 11.2% | 10.3% | 3.8% | -2.2% | -3.6% | 3.1% | -0.3
CCOC(=O)c1c(C)oc2c1C(=O)c1ccccc1C2=O | -2.7% | -0.6 | -91.4%[inhibitor] | -3.1% | -3.8% | ? | 2.7% | -2.4% | -3.0
C=CCNC(=O)NC(=O)COC(=O)CCCSc1nc2ccccc2[nH]1 | 9.5% | · | 2.4% | -6.0% | -0.9% | -6.3% | 1.1% | 12.9% | -1.0
CCC(C)NC(=O)N[C@@H](CCSC)C(=O)O (stereo partly specified) | -9.1% | · | -5.1% | 10.5% | -2.1% | -0.4% | 1.6% | 1.3% | 1.2
CCC(CO)Oc1cc(NCc2ccccc2OC)c2ncn(C(C)C)c2c1 (stereo unspecified) | 14.6% | 0.1 | -13.5% | -19.4% | -0.5% | -19.0% | 9.4% | -11.4% | 0.5
CC1(C(=O)NS(=O)(=O)c2cccc(C#N)c2)CCN1C(=O)C1(c2ccccc2)CC1 (stereo unspecified) | -26.9% | 1.7 | -4.7% | 5.9% | -0.8% | -0.3% | 14.2%[57.1 µM] | -19.2% | -0.2
COc1ccc(C)cc1NC(=O)CO/N=C(\N)CC(=O)Nc1ccccc1OC | 26.3% | -6.5 | -9.9% | -20.5% | 3.3% | -4.6% | -0.6% | 5.7% | 0.5
C=CCNc1cc(C)oc(=O)c1C(=O)CCC | 16.2% | · | 4.9% | -1.1% | 0.5% | -1.3% | 1.6% | -4.0% | -2.2
CC(=O)Nc1ccc(S(=O)(=O)N2C(C)CCCC2C)cc1 (stereo unspecified) | 9.0% | -12.8 | 7.8% | -10.9% | 2.3% | 1.7% | -1.3% | -0.4% | -1.4
CN(C)c1ccc(C(C#N)c2ccc(Cl)cc2)nn1 (stereo unspecified) | 2.9% | -3.1 | 1.6% | 1.1% | 13.9% | 2.8% | 3.2% | 1.6% | -0.5
Cc1ccc2cc3cc(C(=O)NCCCN4CCCCCC4)oc3nc2c1 | 47.4% | -4.1 | -10.6% | 3.5% | 12.1% | -22.3% | ? | 3.8% | -3.2
COc1cc(CN2CCCCCC2)cc([N+](=O)[O-])c1O | -19.5% | -8.5 | 0.4% | -2.6% | -11.8% | -4.2% | 7.3% | 5.9% | 2.2
CCOc1ccccc1N1CCN(C(=O)c2ccncc2)CC1 | 5.6% | · | 3.2% | 1.1% | 3.3% | -0.4% | -1.5% | -0.8% | 0.8
NC(=O)C1CCN(c2ccc(S(=O)(=O)N3CCC(Cc4ccccc4)CC3)cn2)CC1 | 0.5% | 4.2 | -7.8% | -18.7% | 1.6% | -6.0% | -5.1% | -7.2% | 0.2
Cc1cc(C(F)(F)F)n(-c2nc(C(=O)NNS(=O)(=O)c3ccccc3)cs2)n1 | 5.8% | 0.9 | -10.9% | -11.6% | 5.7% | -9.1% | -9.4% | 15.2% | -1.2
O=c1nc2n(c3ccc([N+](=O)[O-])cc13)CCCCC2 | -9.7% | 7.1 | -18.3% | -0.5% | 3.0% | -4.1% | -6.5% | -3.2% | 3.4
CC(=O)c1ccc(N2CCN(CC(=O)N(CC(C)C)c3c(N)n(CC(C)C)c(=O)[nH]c3=O)CC2)cc1 | 5.0% | 1.6 | 9.2% | -4.3% | 6.3% | 5.7% | 8.3% | 3.6% | -0.6
Cc1ccc(CC(=O)Nc2ccncc2)cc1 | -17.6% | 0.7 | -18.3% | -10.6% | -17.7% | -8.8% | 5.4% | 14.9% | 0.5
Cc1cc(/C=N/NC(N)=O)c(C)n1C1CCCCC1 | 22.4µM* | -5.5 | -4.6% | 1.0% | 2.7% | 9.6% | 6.9% | -9.9% | -2.2
CCOC(=O)C1CCN(C(=O)CCn2c(=O)[nH]c3ccccc3c2=O)CC1 | 16.0% | 1.4 | 1.8% | -5.9% | 2.4% | -5.8% | 4.5% | 7.9% | -1.2
O=C(NCc1ccc2c(c1)OCO2)c1ccccc1 | 14.1% | -3.8 | -18.5% | -5.4% | -1.2% | -7.9% | -29.1% | -3.0% | -2.1
Cc1sc2ncn(CC(=O)N3CCC(C(N)=O)CC3)c(=O)c2c1S(=O)(=O)N1CC(C)CC(C)C1 (stereo unspecified) | 17.2% | -90.0* | 10.7% | 7.4% | 2.4% | -5.3% | -6.1%[11.6 µM] | 3.7% | 0.3
COc1ccc(NC(=O)c2cc(S(=O)(=O)N3CCOCC3)cs2)cc1 | -8.6% | 2.8 | -4.6% | 23.8% | -8.5% | -2.2% | 7.9% | 14.6% | -1.1
CC1=NN(C(=O)COc2ccccc2)C(O)(c2cccnc2)C1 (stereo unspecified) | 14.9% | -0.5 | 3.4% | -2.1% | 17.2% | 0.1% | 0.3% | 6.7% | -1.1
CC(C)n1c(=O)nc(-c2ccccc2)c2cc3c(cc21)OCO3 | -1.2% | 1.5 | 2.0% | -27.3% | -8.1% | -13.6% | -5.5% | 11.7% | -1.6
O=C(COc1ccc2c(c1)OCO2)Nc1nccs1 | -11.0% | ? | -31.3%[inhibitor] | -22.1% | -15.1% | -21.5% | -2.2% | 14.2% | -4.4
O=C(O)c1ccc2oc(SCC(=O)N3CCCCC3)nc2c1 | 17.7% | -3.8 | 2.4% | -5.2% | 1.6% | -9.0% | 6.5% | 8.7% | 1.7
CCN(CC)CCNC(=O)c1ccc(NC(C)=O)cc1 | -10.0%&-44.1% | 8.3&14.5 | -14.6%&1.9% | -6.3%&-6.1% | -3.3%&1.9%&7.8% | -1.9%&-2.8% | -2.4%&3.8% | 11.9%&-10.7% | 0.4&-0.6
O=C(NC(=S)NC(CO)Cc1ccccc1)c1ccc(F)cc1 (stereo unspecified) | -3.9% | 4.0 | ? | -0.3% | 8.4% | -4.5% | 4.5% | 13.3% | -1.1
CCOC(=O)CCC(NC(=O)c1ccc(CNc2nc3cc(C(F)(F)F)ccc3nc2C(=O)OCC)cc1)C(=O)OCC (stereo unspecified) | · | 6.3 | -10.3% | -11.1% | 2.0% | 2.5% | 7.5% | -23.8% | -0.2
COc1ccc(CNC(=O)Cn2nc(Cc3cccnc3)c3ccccc3c2=O)cc1 | -12.1% | 3.7 | -4.4% | 8.1% | -8.6% | -8.7% | 1.4% | -2.7% | -3.8
O=S(=O)(c1ccc(N2CCN(S(=O)(=O)c3ccc4c(c3)OCCO4)CC2)nc1)N1CCCC1 | 37.9% | · | 3.7% | 13.3% | 7.1% | 2.7% | -1.0% | 2.5% | -1.2
CCC1Nc2ncnc(N3CCN(c4ccccc4)CC3)c2N(Cc2ccc(OC)cc2)C1=O (stereo unspecified) | 39.4% | -4.2 | 9.7% | -4.8% | 8.4% | -7.2% | -6.0% | 9.9% | 0.0
COc1ccc(C2CC(c3ccc(OC)cc3)n3nc(NC(=O)c4ccco4)nc3N2)cc1 (stereo unspecified) | 17.8% | 1.5 | 7.0% | -0.1% | 3.1% | -11.8% | -0.8% | 0.6% | 0.0
COc1ccc(CNC(=O)CSc2nccn(-c3ccc(F)c(F)c3)c2=O)cc1 | 17.0% | -0.5 | -5.8% | 9.2% | 3.7% | -20.0% | 5.3% | -1.9% | -3.8
